TRHR ag – qHTS for Small Molecule Agonists and Allosteric Enhancers of Human TRH Receptor: Primary Screen for Agonists; TRHR cells, calcium flux fluo-8, FDSS agonist mode; activation, % at 2 µM; 360,000 compounds, 0.18% hits; Thyrotropin-releasing hormone receptor (Homo sapiens), P34981; in the data active = activation above about 30%; note: 0% is about no effect
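Steps: seed TRHR cells overnight; add fluo-8 no-wash Ca dye, RT 30 min–1.5 h; record 10 s baseline; pin-transfer compounds; monitor fluorescence 1 cycle/s for the agonist window. Calcium increases flag candidate agonists.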
D1 ag – Allosteric Agonists of the Human D1 Dopamine Receptor: qHTS; D(1A) dopamine receptor (Homo sapiens), P21728; HEK293 T-REx D1 cells, calcium flux, agonist mode; activation, % at 2 µM; 360,000 compounds, 1% hits; in the data active = activation above about 30%; note: 0% is about no effect
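Tetracycline-induced HEK293 TREx D1 cells, force-coupled to calcium signalling, were dye-loaded with a no-wash calcium kit. Compound was pin-added after a 10 s baseline. Fluorescence was read kinetically at 1 cycle/s for 180 s, with calcium rises flagged as agonism.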
D2 potentiator – HTS Assay for Positive Allosteric Modulators of the Human D2 Dopamine Receptor: Primary Screen for Potentiators. 340,000 compounds, 0.34% hits. HEK293 T-REx D2, calcium flux, EC20 dopamine potentiation. AID 485347, 2010. D(2) dopamine receptor (Homo sapiens), P14416. potentiation, % at 10 µM;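 active = potentiation over 3 SD above the plate norm, cut at about 30% in these data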; note: 0% is about no effect
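Tetracycline-induced Hek293 Trex D2 cells, force-coupled to calcium, loaded with no-wash calcium dye. Compound added with 180 s kinetic read for agonism, then EC20 dopamine and a further 180 s read for potentiation.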
Anesthetic bind – qHTS Assay for Identification of Novel General Anesthetics | Ferritin light chain (Equus caballus), P02791 | apoferritin/1-aminoanthracene competitive binding, fluorescence | Potency, µM (highest dose often 77.5 µM), for inactives: top-dose activity change, negative = displacement, most hits filed as inhibitors | 350,000 compounds, 0.074% hits | AID 485281, 2010; note: potency is the fitted concentration of half-maximal effect; % is set by controls: 0 for no effect and ±100 for the full control effect; nearly all actives have a fitted effect of over 20% in size
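Probe: 1-aminoanthracene (50% saturated, PBS). Protein: horse-spleen apoferritin, 10 uM. Incubation: 10 min, room temperature. Detection: 380 nm excitation, 535 nm emission. Analysis: normalized response, four-parameter Hill.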
TRHR PAM – qHTS for Small Molecule Agonists and Allosteric Enhancers of Human TRH Receptor: Primary Screen for Enhancers; enhancement, % at 2 µM; AID 493056, 2011; 360,000 compounds, 0.66% hits; TRHR cells, fluo-8 calcium fluorescence, EC20 TRH enhancement; in the data active = enhancement above about 30%; note: 0% is about no effect
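TRHR-expressing cells loaded with fluo-8 calcium dye were read kinetically (ex 480/em 530) during compound addition, then stimulated with an EC20 of TRH (10 nM final). Enhancement of the Gq-mediated intracellular calcium response was scored.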
RXFP1 antagonist – qHTS Assay for Antagonists of the Relaxin Receptor RXFP1; HEK293-RXFP1, relaxin-stimulated cAMP HTRF, 30 min; stronger effect = lower value; activity change, negative = inhibition, % at 57.5 µM; 350,000 compounds, 0.59% hits; AID 1259400, 2018;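 active = activity change of -60% or lower, but not beyond a set lower limit; inconclusive = change between -60% and -40%, or beyond the set limit; inactive = change above -40%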; note: % is set by controls: 0 for no effect and ±100 for the full control effect
Target sequence (Q9HBX9 whole entry, looked up): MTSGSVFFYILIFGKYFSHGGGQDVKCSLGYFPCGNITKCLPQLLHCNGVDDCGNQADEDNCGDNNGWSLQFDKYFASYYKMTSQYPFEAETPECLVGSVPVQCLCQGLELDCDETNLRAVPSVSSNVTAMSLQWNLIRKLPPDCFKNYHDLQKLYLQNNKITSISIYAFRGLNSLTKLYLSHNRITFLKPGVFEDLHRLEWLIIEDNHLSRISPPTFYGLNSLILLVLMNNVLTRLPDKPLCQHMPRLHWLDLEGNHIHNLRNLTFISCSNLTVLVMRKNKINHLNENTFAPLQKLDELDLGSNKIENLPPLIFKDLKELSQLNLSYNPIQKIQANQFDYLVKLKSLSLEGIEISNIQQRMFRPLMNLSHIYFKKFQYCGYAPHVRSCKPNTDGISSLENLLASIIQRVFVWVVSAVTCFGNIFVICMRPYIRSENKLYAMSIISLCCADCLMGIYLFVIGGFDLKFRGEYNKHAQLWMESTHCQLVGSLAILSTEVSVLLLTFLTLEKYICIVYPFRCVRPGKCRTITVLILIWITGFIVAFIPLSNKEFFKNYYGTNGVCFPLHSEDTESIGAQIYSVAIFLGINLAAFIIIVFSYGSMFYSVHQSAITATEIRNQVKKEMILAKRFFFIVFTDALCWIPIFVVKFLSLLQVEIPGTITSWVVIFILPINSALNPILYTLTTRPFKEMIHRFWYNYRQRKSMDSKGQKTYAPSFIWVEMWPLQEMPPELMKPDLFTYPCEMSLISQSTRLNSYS
RXFP1 ag – qHTS Assay for Agonists of the Relaxin Receptor RXFP1. Relaxin receptor 1 (Homo sapiens), Q9HBX9. HEK293T-RXFP1 cAMP TR-FRET, 30 min; response scale: percent of porcine relaxin response, buffer zero. Potency, µM (doses to about 57.5 µM), without a hit: at the highest dose activation, usual class: activators. 370,000 compounds, 0.3% hits. AID 2676, 2010; note: potency is the fitted concentration of half-maximal effect; % is set by controls: 0 for no effect and ±100 for the full control effect; nearly all actives have a fitted effect of over 60% in size; many of its hits are not listed in these tables
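cAMP rise read by TR-FRET after 30 min, 37C compound exposure (up to 58 uM) in RXFP1-transfected HEK293 cells with Ro 20174 present. EC50 from Hill-equation fits, with 29 nM porcine relaxin as 100% and buffer as basal.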
D1 PAM – Potentiators of Human D1 Dopamine Receptor: qHTS | D(1A) dopamine receptor (Homo sapiens), P21728 | HEK293 TREx D1 cells, calcium flux, dopamine EC20 potentiation | potentiation, % at 10 µM | 360,000 compounds, 0.036% hits | AID 504651, 2011; in the data active = potentiation above about 30%; note: 0% is about no effect
D1 antagonist – Antagonist of Human D 1 Dopamine Receptor: qHTS; HEK293 TREx D1 cells, calcium flux, dopamine EC80; stronger effect = lower value; activity change, negative = inhibition, % at 10 µM; 360,000 compounds, 3.2% hits; AID 504652, 2011; in the data active = activity change below about -30%; note: % is set by controls: 0 for no effect and ±100 for the full control effect
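Allosteric or orthosteric antagonism assessed as attenuation of the calcium response to EC80 dopamine, added 180 s after compound, in induced HEK293 Trex D1 cells loaded with no-wash calcium dye.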
* = called active by the depositor; ? = inconclusive; / = not tested or not shown; & = joins results of further samples; [ ] = another dose, or the depositor's remark. Unless noted, calls come from the whole dose curve; as a rule, active = well fitted curve in the direction sought with a large enough effect; inconclusive = small, poorly fitted or top-dose-only effect, or another doubt; inactive = no such curve, though single readings can be large; an effect the other way counts as inactive or inconclusive. An excerpt (hit frequency here may not be typical).

Each structure is followed by: TRHR ag	D1 ag	D2 potentiator	Anesthetic bind	TRHR PAM	RXFP1 antagonist	RXFP1 ag	D1 PAM	D1 antagonist
O=C(NC(=S)N1CCCCCC1)c1ccc(Cl)cc1Cl
  -0.8	1	0	-18%	0	12	1.0%	10	-2
COc1cc(/C=C/C(=O)OCC(=O)N2CCN(C(=O)c3ccco3)CC2)ccc1O
  -0.2	1	-1	0%	27	-8	3.3%	-2	-3
CC(C)(C)c1ccc(C(=O)NCC(=O)O)cc1
  0.2	2	-2	-1%	4	-9	2.3%	9	3
Cc1noc(C)c1S(=O)(=O)Nc1ccc(C(=O)NC2CCCCC2C)cc1 (stereo not drawn)
  0.2	2	-8	-8%	-4	-1	-1.4%	-1	-3
O=C(C[n+]1ccc(C(=O)N/N=C/c2ccc(Br)cc2)cc1)c1ccccc1
  1.3	0	-4	-1%	1	-2	0.4%	-3	6
COc1ccccc1NC(=O)C1=C(C)Nc2ncnn2C1c1cccn1C (stereo not drawn)
  0.0	3	-7	-1%	-1	/	0.9%	-3	12
Cc1ccc(S(=O)(=O)Nc2cccc(C(=O)NCC(c3ccco3)N3CCCCC3)c2)cc1F (stereo not drawn)
  -1.4	5	-3	/	4	-5	-0.3%	1	2
Cc1ccc(-c2cc(C(=O)N3CCN(S(=O)(=O)c4ccc(Br)cc4)CC3)[nH]n2)cc1C
  0.4	2	2	-1%	17	-17	-1.8%	0	3
Cc1cccc(S(=O)(=O)c2cn(C)c3cc(N4CCN(c5ccc(F)cc5)CC4)c(F)cc3c2=O)c1
  0.1	-1	-14	-11%	0	4	16%	1	0
Cc1ccc(C(=O)O/N=C(\N)c2ccccn2)c(C)c1
  -1.7	5	6	-13%	0	-7	0.0%	-8	34
Cc1cccc(NC(=O)CNC(=O)c2cc(C3CC3)nn2-c2ccccc2)c1C
  0.3	5	7	/	8	-15	2.0%	8	32
O=C(Nc1ccccc1Cl)C1CCCN(S(=O)(=O)c2ccc(F)cc2)C1 (stereo not drawn)
  -0.4	2	-7	-11%	-3	-3	1.9%	0	6
Cc1cccc(OCCCC(=O)Nc2nccs2)c1
  0.2	2	-1	-21%	0	-10	0.4%	0	-1
Cc1c2cnn(CC(=O)NCc3ccccc3)c(=O)c2c(C)n1Cc1cccc(Cl)c1
  -0.8	8	1	-13%	-1	-11	0.7%	-2	-11
Cc1nc2cc(Cl)ccc2c(=O)n1Cc1ccncc1
  0.3	5	4	1%	-2	4	13%	8	5
COCCN(CCOC)C(=O)c1ccc(CSc2nc3ccccc3s2)cc1
  -1.1	13	8	-17%	12	-5	-2.8%	-6	-26
C=CCn1c(SCC(=O)c2ccc(Cl)s2)nc2ccccc2c1=O
  -0.1	2	9	-11%	-10	6	2.1%	0	7
NC(=O)c1ccccc1NC(=O)/C=C/c1ccc(Cl)cc1
  -0.4	-1	5	-9%	-1	0	-0.3%	-4	0
O=c1[nH]c2cc3c(cc2cc1CN(Cc1nnnn1C1CCCC1)C1CCCC1)OCCO3
  -0.9	2	-5	188%[activator]	-6	1	0.4%	3	-9
CCOC(=O)c1c(C)nsc1NC(=O)c1ccco1
  0.2	5	0	-8%	8	1	2.9%	0	7
COc1ccc(Br)cc1CNC(=O)C1CCCN(c2nc3ccccc3o2)C1 (stereo not drawn)
  -0.4	3	7	-8%	-7	2	0.7%	-2	-1
CCc1ccc(CNc2ccc3c(c2)ncn3C)cc1
  -0.3	2	9	-20%	31*	35	0.0%	2	-10
Cc1ccccc1C(=O)c1cccn1CC(=O)NC(C)CCc1ccccc1 (stereo not drawn)
  -0.5	5	-5	-11%	0	-22	-0.5%	-1	-10
COc1cc(N2CCCC2)ccc1[N+](=O)[O-]
  -0.4	3	-2	-7%	3	12	0.8%	-2	-27
Cc1cccc(OCCN2CCOCC2)c1C
  0.0	4	-12	-20%	0	-9	0.9%	-2	-12
CCc1nnc(NC(=O)c2ccc(Cl)c(S(=O)(=O)N3CCc4ccccc43)c2)s1
  -0.6	4	12	-16%	-10	?	1.9%	-4	-11
CC1Cc2cc(/C(O)=C3/C(=O)C(=O)N(CCCn4ccnc4)C3c3ccc(Br)cc3)ccc2O1 (stereo not drawn)
  0.3	6	-13	-9%	3	4	?	-6	-16
COc1cccc(-c2nnc(SCc3ccc(C#N)cc3)n2Cc2ccco2)c1
  -2.8	3	-4	-17%	-7	0	3.6%	0	1
COc1cc(CCC(=O)OCc2ccccc2C#N)cc(OC)c1OC
  -0.2	-1	/	2%	2	-11	0.2%	0	-15
CCOC(=O)c1[nH]c(C)c(CCC(=O)O)c1C
  0.3&-0.4	0&1	-9	-7%&-4%	-2&9	-1&9	0.2%&-0.9%	8&-3	-8&-13
COC(=O)c1sc(NC(=O)c2oc3ccccc3c2C)nc1C
  -1.0	1	3	-14%	0	0	1.5%	1	0
Nc1ccc(S(=O)(=O)Nc2ccc(S(N)(=O)=O)cc2)cc1
  -0.1	-1	7	-20%	-8	-2	-0.7%	-5	-4
O=C(/C(=C/c1ccc(Cl)cc1)c1nc2ccccc2[nH]1)c1ccccc1
  0.6	6	13	-14%	-15	2	1.6%	-5	-9
COc1cc(NC(=S)NC(=O)c2ccco2)ccc1NC(=O)C(C)C
  0.4	3	-1	-11%	-7	0	2.2%	2	10
CC(C)(C)NC(=O)CCSc1nc(-c2ccc3c(c2)OCO3)cc(C(F)(F)F)n1
  -0.1	2	-8	-2%	-6	/	12%	-5	-3
COc1ccc(C(=O)N/C(=C\c2ccco2)C(=O)OCc2ccco2)cc1
  -0.1	0	-3	5%	-2	-10	1.6%	-5	7
O=C(NCCc1ccccc1)Nc1ccc(Cl)cc1
  0.2	7	-13	3%	-7	2	0.0%	-6	-19
CSC(=CC(=O)c1ccccc1)SC
  0.1	3	/	?	14	10	-2.2%	0	-12
CC(=O)Nc1cc([N+](=O)[O-])ccc1N1CCOCC1
  0.0	0	1	-7%	7	4	0.6%	2	-8
COc1ccc(NS(=O)(=O)CC23CCC(CC2=O)C3(C)C)cc1 (stereo not drawn)
  -0.9	-1	7	?	8	11	-0.9%	-4	12
CCc1cc(C(=O)OC)c(NC(=O)CN2CCN(C(=O)c3ccco3)CC2)s1
  -2.4	116*	-1	-12%	-6	-10	-4.9%	3	-47*
O=C(CN1C(=O)/C(=C/c2ccccc2Cl)SC1=S)NC1CCS(=O)(=O)C1 (stereo not drawn)
  -0.4	3	3	-2%	-4	-28	2.5%	-3	8
CCN(C(=O)CSc1ncc(S(=O)(=O)c2ccc(C)c(Cl)c2)c(=O)[nH]1)c1cccc(C)c1
  0.7	0	3	6%	16	/	0.9%	1	4
CCc1ccc(CNC(=O)c2ccc3c(c2)nc2n3CCCCC2)cc1
  -0.5	0	3	-7%	0	-11	2.3%	-1	10

Source: PubChem (National Center for Advancing Translational Sciences (NCATS))
